High-throughput results deposited in PubChem by National Center for Advancing Translational Sciences (NCATS).
Pin1 inhibitor = inhibitors of human Pin1; Pin1 FP peptide displacement, HiFluor488, 10 min; 0.009% of 390,000 active; Potency, µM (highest dose often 115 µM), for inactives: at the highest dose activity, negative = inhibition, hits mostly inhibitors; active = well fitted inhibition curve with a large enough effect in the polarisation, with a control signal flat, not every such curve was filed as active; inconclusive = small, poorly fitted or top-dose-only effect, or effect the other way, or a change in a side signal; inactive = no such curve, though single readings can be large or run the other way; the % refers to the polarisation; note: potency is the fitted concentration of half-maximal effect; % is set by controls: 0 for no effect and ±100 for the full control effect
PI4K2A inh = PI4K2A (human) kinase inhibition; Q9BTU6; activity change, negative = inhibition, % at 76.9 µM; 0.13% of 420,000 active; purified PI4K2A, ADP-Glo luminescence, 1 h; hits give low values; in the data active = activity change below about -50%; inconclusive = mostly about -30% to -49%;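 note: -100% = wells without enzyme as full effect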
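Compounds are screened against recombinant PI4K2A using PI as substrate and ATP, the latter dispensed at 300 microM. Reactions run one hour at ambient temperature before ADP-Glo detection; full inhibition defined by wells lacking enzyme.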
GLS inh = inhibitors of human glutaminase (GLS); O94925; GLS enzymatic activity, qHTS titration; Potency, µM (titrated, usually from 45.5 µM), without a hit: top-dose activity change, negative = inhibition, usual class: inhibitors; 0.21% of 410,000 active; AID 624170; note: potency is the fitted concentration of half-maximal effect; % is set by controls: 0 for no effect and ±100 for the full control effect
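Enzyme dispensed in phosphate buffer (45 mM, pH 8.2, 0.02% Tween-20), compounds pinned in, then 1 mM L-glutamine solution and the glutamate oxidase–HRP–Amplex Red mix added; fluorescence read immediately and again after 30 min at room temperature.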
JMJD2A Tudor = JMJD2A Tudor domain (human) inhibition; O75164; AlphaScreen JMJD2A-Tudor / H3K4me3 peptide binding; Potency, µM (titrated, usually from 114 µM), for the others: at the top dose activity change, negative = inhibition, most hits filed as inhibitors; 4.4% of 390,000 active; AID 504339; note: potency is the fitted concentration of half-maximal effect; % is set by controls: 0 for no effect and ±100 for the full control effect; nearly all actives have a fitted effect of over 50% in size
Tb PGK inh = inhibitors of T. brucei phosphoglycerate kinase; P07378; PGK/GAPDH coupled, Kinase-Glo luminescence, 60 min; Potency, µM (doses to about 57.5 µM), for inactives: at the top dose activity change, negative = inhibition, actives largely listed as inhibitors; 0.043% of 380,000 active; AID 602233; note: potency is the fitted concentration of half-maximal effect; % is set by controls: 0 for no effect and ±100 for the full control effect; nearly all actives have a fitted effect of over 60% in size
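Recombinant glycosomal PGK reaction used 1,3-bisphosphoglycerate generated in-well by GAPDH (100nM final) in 100mM TEA pH 7.6, 5mM MgCl2, 0.01% Tween-20. After 60 minutes at room temperature, ATP was read by Kinase-Glo Plus luminescence end-point.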
BAZ2B inh = blocks human BAZ2B. Q9UIF8. AlphaScreen BAZ2B-H3K14Ac peptide displacement. Potency, µM (series often up to 114 µM), inactives show at the highest dose activity change, negative = inhibition, hits mostly inhibitors. 4.4% of 360,000 active. AID 504333; note: potency is the fitted concentration of half-maximal effect; % is set by controls: 0 for no effect and ±100 for the full control effect; nearly all actives have a fitted effect of over 60% in size
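Compounds, titrated to a top concentration of 110 uM, were incubated 30 min at room temperature with preformed BAZ2B/acetyl-K14 H3 peptide complex (50 nM each). Proximity signal was measured by AlphaScreen after 20 min with beads.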
ERG Ets-DNA blk = inhibitors of human ERG Ets domain-DNA interaction. 0.028% of 370,000 active. fluorescence polarization, His-ERG Ets domain / labelled DNA. AID 624246. P11308. Potency, µM (series often up to 76.9 µM), for the others: at the top dose FP activity, negative = inhibition, usual class: inhibitors; active = well fitted inhibition curve with a large enough effect in the polarisation, with a control signal flat; inconclusive = small, poorly fitted or top-dose-only effect, or effect the other way, or a change in a side signal; inactive = no such curve, though single readings can be large or run the other way; the % refers to the polarisation;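 note: polarization taken with two DNA probes labelled with fluorescein and Texas red; potency is the fitted concentration of half-maximal effect; % of control where 0% means no effect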
Target sequence (P11308 whole entry, looked up, the tested form may be a part): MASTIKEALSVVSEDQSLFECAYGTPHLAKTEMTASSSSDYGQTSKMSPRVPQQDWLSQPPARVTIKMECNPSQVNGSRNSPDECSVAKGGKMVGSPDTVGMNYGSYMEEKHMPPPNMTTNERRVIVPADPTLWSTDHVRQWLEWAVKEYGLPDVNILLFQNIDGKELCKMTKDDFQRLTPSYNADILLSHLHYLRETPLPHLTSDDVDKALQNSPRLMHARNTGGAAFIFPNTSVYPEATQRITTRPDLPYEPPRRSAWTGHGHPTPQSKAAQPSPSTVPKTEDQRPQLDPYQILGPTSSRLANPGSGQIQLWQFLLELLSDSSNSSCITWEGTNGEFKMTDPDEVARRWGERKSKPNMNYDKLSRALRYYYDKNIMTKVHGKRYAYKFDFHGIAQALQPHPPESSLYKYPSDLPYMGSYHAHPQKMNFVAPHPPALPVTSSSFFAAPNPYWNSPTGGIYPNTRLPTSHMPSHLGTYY
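His-tagged ERG Ets domain (1 uM in the protein solution; 300mM KCl, 50mM Tris-HCl, 1mM EDTA, 1mM DTT, pH 7.5) received compound, then a probe mix of 5 nM fluorescein-DNA and 100nM Texas-615-DNA. Fluorescence polarization was read for both dyes.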
G9a block = blocks human histone lysine methyltransferase G9a; Potency, µM (highest dose often 102 µM), for inactives: at the top dose activity, negative = inhibition, hits mostly inhibitors; AID 504332; 8.8% of 350,000 active; G9a H3K9 monomethylation, AlphaScreen, 2 h; note: potency is the fitted concentration of half-maximal effect; % is set by controls: 0 for no effect and ±100 for the full control effect; nearly all actives have a fitted effect of over 75% in size
Target sequence (Q96KQ7 913-1193 limits assumed): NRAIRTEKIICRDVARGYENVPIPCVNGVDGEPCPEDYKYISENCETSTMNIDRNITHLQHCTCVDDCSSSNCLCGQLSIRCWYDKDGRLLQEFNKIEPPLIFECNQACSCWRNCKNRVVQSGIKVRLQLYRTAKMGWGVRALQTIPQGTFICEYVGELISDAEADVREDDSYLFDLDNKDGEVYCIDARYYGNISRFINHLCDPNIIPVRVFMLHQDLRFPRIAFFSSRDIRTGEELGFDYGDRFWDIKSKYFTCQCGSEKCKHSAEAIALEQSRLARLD
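G9a (20 nM) was preincubated 15 min with compound, then reacted 2 h at room temperature with 500 nM biotin-H3K9 peptide and 20 µM SAM. Monomethyl-H3K9 detected by AlphaScreen using anti-H3K9me1 antibody.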
HP1b binding inh = blocks HP1-beta chromodomain binding to methylated histone tails; AlphaScreen HP1-beta / biotin-H3K9me3 peptide binding; Potency, µM (series often up to 114 µM), inactives show at the highest dose activity change, negative = inhibition, usual class: inhibitors; 0.56% of 390,000 active; AID 540317; note: potency is the fitted concentration of half-maximal effect; nearly all actives have a fitted effect of over 70% in size; inactives centre near 23
Target sequence (P83916 whole entry, looked up): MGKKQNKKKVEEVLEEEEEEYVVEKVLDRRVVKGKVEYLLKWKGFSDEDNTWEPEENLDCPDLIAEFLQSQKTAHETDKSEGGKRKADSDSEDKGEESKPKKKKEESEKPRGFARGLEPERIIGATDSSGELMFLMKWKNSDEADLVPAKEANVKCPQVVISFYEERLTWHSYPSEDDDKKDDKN
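HP1-beta protein (50 nM final) preincubated 30 min at room temperature with biotinylated H3(1-18)K9me3 peptide (50 nM) in PBS pH 7.4, 0.01% Tween-20, then compound added for 30 min. AlphaScreen streptavidin donor/nickel chelate acceptor beads (10 ug/mL final), 30 min dark, luminescence read.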
The depositor's hits bear a star; i = inactive; u = inconclusive; x = not tested or not shown; [ ] = another dose, or the depositor's remark. Unless noted, calls come from the whole dose curve; as a rule, active = well fitted curve in the direction sought with a large enough effect; inconclusive = small, poorly fitted or top-dose-only effect, or another doubt; inactive = no such curve, though single readings can be large; an effect the other way counts as inactive or inconclusive. No enrichment for hits; any-hit rate near 11%.

SMILES	Pin1 inhibitor	PI4K2A inh	GLS inh	JMJD2A Tudor	Tb PGK inh	BAZ2B inh	ERG Ets-DNA blk	G9a block	HP1b binding inh
COc1ccccc1NC(=O)C1CCCN(S(=O)(=O)c2cccc3nsnc23)C1 (stereo unspecified)	48%[activator]	-1	-4%	-29%	i	0%	3%	-19%	19%
CCOC(=O)c1ccc(S(=O)(=O)Nc2cc(C(C)(C)C)no2)cc1	1%	-4	3%	-9%	-3%	-4%	-6%	u	16%
COc1ccc(S(=O)(=O)N2CCOCC2)cc1NC(=O)COc1ccc(C(C)=O)cc1OC	10%	-2	5%	-6%	9%	-2%	12%	u	23%
CC(=O)Nc1ccc2nc(C3CC3)n(Cc3ccc(Cl)cc3)c(=O)c2c1	-1%	-7	1%	-5%	-10%	-34%	0%	16%[59 µM]	25%
COCCN(Cc1ccccc1)C(=O)C1CCN(C(=O)Nc2ccccc2)CC1	1%	10	-7%	-15%	2%	x	-1%	x	26%
O=C(O)c1cc(NS(=O)(=O)c2ccc(NC3CCCCC3)c([N+](=O)[O-])c2)cc(C(=O)O)c1	x	-15	20%	-28%	-11%	-13%	1%	u	12%
CCOC(=O)CCc1c(C)n[nH]c1C	-2%	-1	3%	-18%	i	-18%	-4%	-28%	27%
O=C(Cc1ccccc1)Nc1scc(-c2ccccc2)c1C(=O)N1CCOCC1	1%	-6	26%	-8%	9%	-6%	-5%	13%[12.7 µM]	53%[activator]
CCC1SC(C)C/C(=N/NC(N)=O)C1C (stereo unspecified)	-2%	-5	-6%	5%	-1%	-1%	-6%	u	19%
COc1ccc(N2CCN(S(=O)(=O)CCNC(=O)/C=C/c3ccccc3)CC2)cc1	-3%	4	0%	-6%	-12%	-29%	-11%	7%[0.501 µM]	35%
Cc1ccc(Cn2c(SCC(N)=O)nc3c2c(=O)n(C)c(=O)n3C)cc1	3%	4	-2%	-5%	x	9%	x	-12%[59 µM]	17%
O=C(CN1CCN(c2ccccc2F)CC1)NCc1ccc(Cl)cc1	0%	2	-15%	7%	i	6%	6%	x	34%
CC12CCC(=O)N1C(C(=O)OCc1c(Cl)cccc1Cl)CS2 (stereo unspecified)	-3%	3	2%	5%	1%	-12%	2%	-4%	14%
COc1ccc(C2N(c3ccc(F)cc3)C(=O)C3CCCN32)cc1 (stereo unspecified)	17%	-1	15%	-18%	9%	-6%	1%	-21%	41%[activator]
CC(=O)N1c2ccccc2C(C)(C)C2CCC(C)CC21 (stereo unspecified)	-1%	-2	0%	-11%[57.1 µM]	-10%	0%	-2%	9%[59 µM]	-9%
CCOc1cc(/C=N/n2cnnc2)ccc1O	-4%	1	42%[activator]	-11%	0%	-4%	x	8%[59 µM]	19%
O=C(NCC(=O)N(c1ccc(F)cc1)C(C(=O)NC1CCCCC1)c1ccncc1)c1ccco1 (stereo unspecified)	-9%	2	-5%	-11%	-9%	8%	-16%	12%	21%
CCOC(=O)c1ccc(NC(=O)c2cnc3c(-c4ccc(F)cc4)c(C)nn3c2C)cc1	5%	-5	-8%	-17%	-4%	-4%	-1%	9%[59 µM]	-10%
COc1ccc([C@@H]2CC(=O)c3c(O)cc(O[C@@H]4O[C@H](CO[C@@H]5O[C@@H](C)[C@H](O)[C@@H](O)[C@H]5O)[C@@H](O)[C@H](O)[C@H]4O)cc3O2)cc1O	u	1	u	u	-17%	50µM*	-3%	-27%[12.7 µM]	-14%
Cc1c(C(=O)N2CCC(c3nc4ccccc4s3)CC2)oc2cc(Br)ccc12	20%	3	-7%	2%	i	9%	-15%	59%[activator][59 µM]	139%[activator]
CCC(c1nnnn1C1CCCC1)N(Cc1cccs1)Cc1cc2cccc(C)c2[nH]c1=O (stereo unspecified)	3%	-8	-5%	-10%	-4%	-32%	-17%	u	11%
CCCCn1c(CN2CCN(c3ccc(OC)cc3)CC2)nc2c1c(=O)[nH]c(=O)n2C	-19%	1	-11%	-22%	-9%	-22%	-4%	u	13%
CCN1CCc2c(sc(-n3cccc3)c2C(C)NC(=O)Nc2ccccc2C)C1 (stereo unspecified)	u	-1	u	-35%	i	u	5%	u	-13%
COc1ccc(S(=O)(=O)N(C)C[C@H]2Oc3ccc(NS(=O)(=O)c4ccccc4)cc3CC(=O)N([C@H](C)CO)C[C@@H]2C)cc1	8%	1	-2%	-23%	-6%	x	0%	x	44%[activator]
COc1cccc(C(=O)N(Cc2ccco2)c2c(N)n(Cc3ccccc3)c(=O)[nH]c2=O)c1	3%	-1	0%	-17%	3%	10%	0%	u	32%[activator]
COCCNC(=O)C(c1ccc(F)cc1)N(Cc1ccco1)C(=O)CCC(=O)Nc1nccs1 (stereo unspecified)	17%	2	-8%	-16%	-6%	-1%	3%	18%[59 µM]	23%
Cc1ccc(-c2nnc(OCCN3CCOCC3)c3ccccc23)cc1	-3%	4	0%	-3%	22%	-3%	0%	-5%[59 µM]	18%
CCCCN(C(=O)c1cccc(N2C(=O)c3ccccc3C2=O)c1)c1c(N)n(CC(C)C)c(=O)[nH]c1=O	7%	0	-2%	-6%	i	-5%	-3%	-11%[12.7 µM]	49%[activator]
COc1cccc(C(=O)NCC(=O)OCC(=O)NC2CCCCC2)c1	-6%	0	5%	1%	-3%	x	-2%	x	17%
O=C(NC1CC1)C1CCN(Cc2cnn(-c3ccccc3)c2-n2cccc2)CC1	-1%	-1	x	2%	-10%	12%	1%	24%	14%
O=C(N[C@@H]1C/C=C\C[C@@H](CC(=O)N(CCO)Cc2ccccc2)C(=O)N[C@H](Cc2ccccc2)COC1=O)OCC1c2ccccc2-c2ccccc21	8%	-3	13%	-12%	2%	x	-3%	x	30%
COc1ccccc1C(=O)NCCC(=O)NNC(=O)C1COc2ccccc2O1 (stereo unspecified)	-3%	3	1%	-18%	0%	6%	-5%	6%	39%
CCCc1cc(=O)[nH]c(SCC(=O)Nc2cc3c(cc2C(C)=O)OCO3)n1	1%	-9	-2%	13%	-1%	7%	6%	-5%[59 µM]	43%[activator]
C=CCNC(=S)NCc1ccc(CNC(=S)NCC=C)cc1	-4%	6	-12%	-10%	-2%	-1%	12%	22%	34%
O=C(COC(=O)CCCNC(=O)c1ccc(Cl)cc1)NCc1ccccc1Cl	5%	3	-1%	-13%	-2%	1%	1%	u	15%
C/C(=N/NC(=O)CNC(=O)C1COc2ccccc2O1)c1ccc([N+](=O)[O-])cc1 (stereo unspecified)	1%	1	4%	-14%	1%	-15%	2%	-2%	1%
CC1(C)Cc2c(sc(NC(=O)C(=O)N3CCCC3)c2C(=O)O)CO1	0%	-3	1%	-16%	-7%	-19%	-5%	x	26%
Cc1nc2ccc(NC(=O)c3ccc([N+](=O)[O-])cc3[N+](=O)[O-])cc2s1	-4%	-2	-8%	-9%	5%	u	17%	-24%	16%
CN(C)C(=O)CCC(=O)N(C)CC1CCCN(CCc2ccc(F)cc2)C1 (stereo unspecified)	8%	2	-2%	-5%	-3%	13%	8%	x	50%[activator]
CC(Oc1ccccc1)C(=O)Nc1ccccc1C(=O)OCc1cc(=O)n2nc(C(C)C)sc2n1 (stereo unspecified)	0%	-5	-6%	-23%	-9%	-15%	0%	8%[59 µM]	24%
CC(=O)c1ccc(NS(=O)(=O)Cc2ccccc2)cc1	1%	0	6%	-18%	x	1%	x	10%[59 µM]	60%[activator]
CCn1c(=O)n(CC(=O)N2CC(C)CC(C)C2)c(=O)c2ccccc21 (stereo unspecified)	-13%	5	8%	1%	-2%	10%	-10%	28%[59 µM]	28%
CN(C)c1ccc(CCc2ccc(N)cc2)cc1	38%[activator]	-1	13%	56µM*	8%	x	1%	x	50µM*
Cc1cc2ccccc2c(=O)n1CC(=O)NCC(=O)N1CCN(c2ccccc2F)CC1	-5%	4	-8%	-6%	-10%	u	8%	-24%[59 µM]	33%
FC(F)(F)c1cnc(-c2cnc(-c3ccncc3)nc2)c(Cl)c1	-6%	-21	0%	-14%	0%	4%	-4%	-6%	30%
COc1ccc(C(=O)Nc2ccc(NC(=O)c3cccc(F)c3)cn2)cc1	15%	-6	-2%	u	9%	u	-6%	45µM*	98%[activator]
CCCn1nc(C(=O)Nc2ccc3nc(N4CCOCC4)sc3c2)ccc1=O	-3%	0	0%	-14%	12%	-7%	-4%	50µM*	11%
O=C1C2CC=C(Cl)CC2C(=O)N1CC1OCCc2ccccc21 (stereo unspecified)	-6%	4	7%	-4%	-15%	-10%	-4%	u	35%[activator]
Cc1ccc(C(=O)Nc2cc3c(oc2=O)CCCC3=O)cc1	6%	-12	12%	-19%	5%	5%	-3%	2%[0.0925 µM]	20%
CCOC(=O)Cc1c(C)nc2c(-c3ccc(OC)c(OC)c3)c(C)nn2c1C	0%	-2	-1%	-17%	i	-22%	1%	u	22%
Cc1ccc(NC(=O)Cn2cc(C(F)(F)F)cc(Cl)c2=O)cc1S(=O)(=O)N1CCCCC1	-2%	-1	-5%	-24%	-1%	4%	18%	50µM*	7%
